# AID inh – Primary qHTS assay for inhibitors of Activation Induced Cytidine Deaminase (AID): AID signal; AID deamination FRET fluorescence, UDG-coupled, 4 h; actives 0.32% (n = 91,000); Potency, µM (doses to about 115 µM), for inactives: at the highest dose activity change, negative = inhibition, usual class: inhibitors; also: nearly all actives have a fitted effect of over 25% in size
# Target sequence (Q9GZX7 whole entry, looked up): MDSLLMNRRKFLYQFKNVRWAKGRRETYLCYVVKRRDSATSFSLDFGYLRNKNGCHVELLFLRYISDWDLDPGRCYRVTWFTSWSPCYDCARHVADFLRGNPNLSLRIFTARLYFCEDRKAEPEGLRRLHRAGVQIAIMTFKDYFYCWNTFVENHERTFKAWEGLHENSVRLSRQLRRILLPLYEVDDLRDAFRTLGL
# UDG counterscr – Primary qHTS assay for inhibitors of Activation Induced Cytidine Deaminase (AID): UDG Counterscreen signal; Uracil-DNA glycosylase; FRET deamination/UDG coupled assay, UDG read, 4 h; Potency, µM (doses to about 115 µM), for inactives: at the highest dose activity change, negative = inhibition, usual class: inhibitors; actives 0.14% (n = 91,000); AID 1347430, 2020; also: nearly all actives have a fitted effect of over 65% in size
# The depositor's hits bear a star; ? = inconclusive; [ ] = another dose, or the depositor's remark. Calls follow the shape of the dose curve; as a rule, active = well fitted curve in the direction sought with a large enough effect; inconclusive = small, poorly fitted or top-dose-only effect, or another doubt; inactive = no such curve, though single readings can be large; an effect the other way counts as inactive or inconclusive. % is scaled to controls: 0 for no effect and ±100 for the full control effect; potency is read from the fitted curve at half-maximal effect.
SMILES,AID inh,UDG counterscr
CCc1cc2c(N)c(C(=O)c3ccccc3)sc2nc1C,-9.8%,-7.3%
CN(CCOc1ccc(F)cc1)C(=O)c1cn(C)c2ccccc12,-16.9%,-10.9%
CCOC(=O)COc1ccc2c(=O)c(Oc3ccc(OC)cc3)c(C)oc2c1,-3.6%,2.2%
O=C(NCCc1ccncc1)c1ccc(Cl)cc1Cl,4.4%,9.1%
Cc1cc(-n2c(C)nc3ccccc3c2=O)ccc1NC(=O)c1cccc([N+](=O)[O-])c1C,-18.3%,89.1µM*
CCc1ccc(OCc2nc(-c3ccc(OC)cc3)no2)c(Br)c1,-13.1%,-9.5%
COCCn1cnc2c1c(=O)n(Cc1ccc(C(=O)OC)cc1)c(=O)n2Cc1ccccc1,-4.7%,5.5%
O=C(CCCOC(=O)c1c(Cl)ccc(Cl)c1Cl)c1ccc(Br)cc1,0.0%,-5.2%
COc1cccc(-n2ccn3c(SCC(=O)N4CCN(c5ccc(F)cc5)CC4)nnc3c2=O)c1,-14.2%,-9.3%
COc1ccc(Nc2c3c(nc4nncn24)CCC3)cc1OC,4.0%,-7.1%
CCOc1ccc(NC(=O)C(NS(=O)(=O)c2cccc3nsnc23)c2ccccc2)cc1 (configuration not stated),-8.1%,19.3%
CCN1C(=O)COc2ccc(NC(=O)c3cc(=O)c4cc(C)ccc4o3)cc21,9.2%,-2.8%
CN(C)c1ccc(CNc2nc(-c3ccco3)nn2S(C)(=O)=O)cc1,43.2%[activator],-5.4%
CC(C)n1nnnc1Sc1nc(-c2cccnc2)nc2ccccc12,-17.7%,-6.9%
Cc1ccc(C)c(N2CCN(C(=O)Cn3cnc4sc(C)c(S(=O)(=O)N5CCN(c6ncccn6)CC5)c4c3=O)CC2)c1,?,-22.7%
Cc1cc2ccccc2n1CC(=O)NCc1ccc(C(N)=O)cc1,0.9%,-1.9%
COc1cccc(N2C(=O)C(CC(=O)Nc3cccc(F)c3)N(C(C)C)C2=O)c1 (configuration not stated),17.9%,-6.8%[57.5 µM]
CCc1ccc(NCc2cc3ccc(OC)cc3n(CC(=O)Nc3cccc(Cl)c3C)c2=O)cc1,34.3%[activator],6.7%
CCCc1nnc(NC(=O)CSc2nnc3c4ccccc4n(CC)c3n2)s1,-12.5%,24.5%
Cc1cc(C)cc(-n2c(SCC(=O)NCc3ccco3)nc3c([nH]c4ccccc43)c2=O)c1,12.5%,-6.5%
COc1ccc(-c2c(C)nn3c4c(cnc23)C(=O)CC(c2ccccc2)C4)cc1 (configuration not stated),3.3%,0.9%
Cc1c(-c2ccc(Br)cc2)c(=O)oc2ccc(OC(=O)N3CCOCC3)cc12,-16.3%,7.7%
C=Cc1ccc(Cn2c(C(=O)O)c(CNCCc3ccco3)c3ccc(C)cc32)cc1,26.7%,-7.5%[57.5 µM]
COc1ccc2c(c1)CC(C(=O)Nc1cc(Cl)ccc1C)CO2 (configuration not stated),2.7%,-3.0%
Cc1ccc(S(=O)(=O)c2nnn3c2nc(NC(C)c2ccccc2)c2sccc23)cc1 (configuration not stated),2.9%,0.0%
# The list goes on:
SMILES,AID inh,UDG counterscr
Cc1ccc(C(NC(=O)N2CCN(C)CC2)C(Cl)(Cl)Cl)cc1F (configuration not stated),-19.5%,-14.3%
CN(C)S(=O)(=O)N1CCN(C(=O)Cc2cccc(F)c2)CC1,-9.1%,-7.8%
O=C(NC1CCCC1)c1cnn(-c2ccc(F)cc2F)c1C1CCNCC1,73.2%[activator],4.9%
CCCc1cc(=O)oc2c(C)c(OCC(=O)c3ccc(OC)cc3)ccc12,-8.4%,-7.1%
COC(=O)c1cc(NC(=O)c2cc3c(-c4ccccc4F)nn(C)c3s2)cc(C(=O)OC)c1,-0.8%,5.9%
CC(=O)Nc1nnc(S(N)(=O)=O)s1,2.1%,-1.4%
COc1ccccc1NC(=O)C1=C(C)Nc2nc(SCc3ccccc3Cl)nn2C1c1cccnc1 (configuration not stated),-9.4%,-12.7%
O=C(Cn1c(=O)n(Cc2ccccc2)c(=O)c2sc3ccccc3c21)Nc1ccccc1,9.7%,7.2%
CCOc1cc(C(=O)N2CCn3c4c(c5cc(C)ccc53)CCCC42)cc(OCC)c1OCC (configuration not stated),17.0%,2.9%
CCCNC(=O)Cn1nc(-c2ccc(F)cc2)c2cnc3ccc(F)cc3c21,-13.1%,-10.1%
N#Cc1cccc(C(=O)NCCc2cccs2)c1,0.4%,6.9%
CC(C)CCNC(=O)CSc1nc2ccccc2nc1Cc1ccccc1,-10.7%,0.4%
CCN(CC)CCCNC(=O)c1ccc2c(c1)NC(=O)C(CS(=O)(=O)Cc1ccc(F)cc1Cl)N2 (configuration not stated),163.7%[activator],-10.1%
CCOc1ccc(CN(C(=O)c2cc(=O)c3cc(C)cc(C)c3o2)C2CCS(=O)(=O)C2)cc1 (configuration not stated),-18.4%,-14.6%[57.5 µM]
CCOc1ccc2oc(C(=O)OCC(=O)c3cccs3)c(C)c2c1,4.0%,-4.4%
CN(Cc1ccccc1)C(=O)CCS(=O)(=O)c1ccc2c(c1)oc(=O)n2C,-5.5%[57.5 µM],-0.9%[57.5 µM]
Cc1coc2c1c(C)cc1oc(=O)cc(C)c12,-7.9%,6.7%
C=CCC1(O)CCN(C)CC1C (configuration not stated),5.8%,-7.6%
CC(C)=CC(=O)Nc1ccccc1Cc1ccccc1,-7.0%,1.6%
Cc1ccc(NC(=O)Nc2nnc(N3CCCCC3)s2)c(C)c1,-3.2%,4.6%
COc1ccc(-c2nc(C(=O)N3CCN(c4ccc(C(C)=O)cc4)CC3)cs2)cc1OC,-22.1%,-12.7%
CCCCCCCCCC(=O)NC(CN1CCOCC1)[C@H](O)c1ccccc1 (some centres not stated),-4.1%,-5.0%
O=C(CSc1nc(-c2cccc(Cl)c2)nc2cc(=O)[nH]n12)Nc1ccccc1,-27.1%,18.0%
N#Cc1ccccc1COc1ccc2c(C(F)(F)F)cc(=O)oc2c1,4.4%,4.6%
CCN(CC)c1ccc(NC(=O)c2cnn(-c3ccccc3)c2-n2cccc2)c(C)c1,2.3%,6.5%
# (further entries)
SMILES,AID inh,UDG counterscr
CC(C)CNC(=O)CCNC(=O)c1ccc(C(C)(C)C)cc1,-3.5%,4.6%
CCCc1nc(SC)ncc1C(=O)N1CCN(c2ccc(Cl)cc2)CC1,?,-17.3%[57.5 µM]
CCC(=O)Nc1ccc2oc(-c3ccc(Cl)cc3)nc2c1,18.2%,4.2%
O=C(CCCCn1c(=O)c2ccccc2n(Cc2ccccc2Cl)c1=O)NCCc1ccccc1,6.8%,-11.6%
Cn1cc(C(=O)N2CCN(S(=O)(=O)c3cc(F)ccc3F)CC2)c2ccccc21,-7.4%,-4.7%
Cc1nc(-c2ccc3c(c2)-c2ccccc2C3)cs1,3.2%,-2.2%
COc1ccc(CNC(=O)c2csc(NC(C)C)n2)cc1,1.5%,-3.3%
Cc1cccc(N(CC(=O)NCCc2ccccc2)S(=O)(=O)c2ccccc2)c1C,-0.9%[57.5 µM],3.0%[57.5 µM]
Cc1cc(C)c(NC(=O)CSc2nc3nc(C)cc(C)n3n2)c(C)c1,33.5%[activator],12.9%
CCCCCn1nc(C(=O)Nc2cccc(C(=O)OC)c2)c2ccccc2c1=O,-15.4%,47.8%[activator]
CCOc1ccc(-n2cc(-c3ccccc3)c3c(NCCc4ccccc4)ncnc32)cc1,-19.0%,-10.4%[57.5 µM]
COc1ccc(-c2cc3ccc(O)c(CN4CCC(C)CC4)c3oc2=O)cc1OC,-4.7%,3.6%
O=C(Nc1ccc2c(c1)OCCCO2)C(Sc1ccccc1)c1ccccc1 (configuration not stated),1.9%,2.8%
COc1ccc(Nc2nc3c(S(=O)(=O)c4ccccc4)nnn3c3ccc(Cl)cc23)cc1,4.4%,1.9%
COc1cccc(OC)c1C(=O)OCC(=O)c1ccc(Cl)cc1Cl,25.2%,2.6%
NCc1ccc(OCc2ccccc2)cc1,-5.1%,3.0%
CCCn1nc(C(=O)Nc2nc3ccc(OCC)cc3s2)c2ccccc2c1=O,-3.1%,3.5%
CCCOc1c(OC)cccc1C1CC(=O)Nc2c1c(C)nn2-c1ccc(Cl)nn1 (configuration not stated),-13.9%,-1.8%
Cc1ccc(C(=O)OCc2ccc(C#N)cc2)cc1O,0.7%,-8.5%
O=C(CN1CCCN(Cc2ccccc2Cl)S1(=O)=O)Nc1ccc2c(c1)OCCO2,-28.4%,1.4%
O=C(OCC(c1ccccc1)c1ccccc1)c1cccnc1,-13.0%,-5.1%
COc1ccccc1CNC(=O)c1ccc2c(c1)nc(C)n2-c1cccc(C)c1,?,-7.2%
CCOCCSc1nnc(-c2nn(Cc3ccccc3)c(=O)c3ccccc23)o1,-23.4%,-21.8%
CCc1nn2c(=O)cc(CN(C)C3CCCCCC3)nc2s1,2.3%,-12.5%
Cc1ccc(S(=O)(=O)N2CCC(C(=O)Nc3cc(C)ccc3C)CC2)cc1,1.4%,6.3%
# (continued)
SMILES,AID inh,UDG counterscr
CC1=C(C(=O)NCc2ccc(Cl)cc2)C2(CCC(C)CC2)OC1=O (configuration not stated),3.7%,-5.9%
COc1ccccc1-c1nnc(C2CCN(C(=O)c3cccc(Cl)c3)CC2)o1,-17.9%,3.0%
CCOC(=O)NC(CNC(=O)C(C)OCc1ccccc1)CC(C)C (configuration not stated),-3.7%,-2.4%
Fc1ccc(CNCc2cccc(Oc3ccccc3)c2)cc1,-1.9%,-2.8%
COc1cccc(CNC(=O)c2cc(Sc3cccc(Cl)c3)nc3ccccc23)c1,20.3%,-3.4%
CCc1ccccc1NC(=O)N1CCN(S(C)(=O)=O)CC1,1.7%,-4.5%
COc1cc2c(cc1OC)C(COc1cc(C)cc(C)c1)N(C(=O)COc1ccccc1)CC2 (configuration not stated),133.4%[activator],-17.1%
Cc1cccc(C)c1Nc1c(-c2ccccn2)nc2c(C)cccn12,-11.2%,-8.9%
O=C(/C(=C\c1ccccc1F)c1nc2ccccc2o1)c1ccccc1,-10.6%,-2.8%
C/C(=N\NC(N)=S)c1ccc(Br)cc1,1.3%,-2.7%
CC(C)CC(N)c1ccccc1 (configuration not stated),-2.9%,4.5%
COc1cn(CC(=O)Nc2ccc(C(N)=O)cc2)c(CSc2ccc(C)cc2)cc1=O,-9.8%,13.3%

# Some of the entries so far, as tab-separated lines.
mol	AID inh	UDG counterscr
CCCOc1c(OC)cccc1C1CC(=O)Nc2c1c(C)nn2-c1ccc(Cl)nn1 (configuration not stated)	-13.9%	-1.8%
Cc1ccc(C(=O)OCc2ccc(C#N)cc2)cc1O	0.7%	-8.5%
O=C(CN1CCCN(Cc2ccccc2Cl)S1(=O)=O)Nc1ccc2c(c1)OCCO2	-28.4%	1.4%
O=C(OCC(c1ccccc1)c1ccccc1)c1cccnc1	-13.0%	-5.1%
COc1ccccc1CNC(=O)c1ccc2c(c1)nc(C)n2-c1cccc(C)c1	?	-7.2%
CCOCCSc1nnc(-c2nn(Cc3ccccc3)c(=O)c3ccccc23)o1	-23.4%	-21.8%
CCc1nn2c(=O)cc(CN(C)C3CCCCCC3)nc2s1	2.3%	-12.5%
Cc1ccc(S(=O)(=O)N2CCC(C(=O)Nc3cc(C)ccc3C)CC2)cc1	1.4%	6.3%
CC1=C(C(=O)NCc2ccc(Cl)cc2)C2(CCC(C)CC2)OC1=O (configuration not stated)	3.7%	-5.9%
COc1ccccc1-c1nnc(C2CCN(C(=O)c3cccc(Cl)c3)CC2)o1	-17.9%	3.0%
CCOC(=O)NC(CNC(=O)C(C)OCc1ccccc1)CC(C)C (configuration not stated)	-3.7%	-2.4%
Fc1ccc(CNCc2cccc(Oc3ccccc3)c2)cc1	-1.9%	-2.8%
COc1cccc(CNC(=O)c2cc(Sc3cccc(Cl)c3)nc3ccccc23)c1	20.3%	-3.4%
CCc1ccccc1NC(=O)N1CCN(S(C)(=O)=O)CC1	1.7%	-4.5%
COc1cc2c(cc1OC)C(COc1cc(C)cc(C)c1)N(C(=O)COc1ccccc1)CC2 (configuration not stated)	133.4%[activator]	-17.1%
Cc1cccc(C)c1Nc1c(-c2ccccn2)nc2c(C)cccn12	-11.2%	-8.9%
O=C(/C(=C\c1ccccc1F)c1nc2ccccc2o1)c1ccccc1	-10.6%	-2.8%

# Some of the compounds tested (hit frequency here may not be typical).
